SUMO Mot1 rescue – blocks SUMOylation pathway, rescuing yeast Mot1-301 growth. S. cerevisiae Mot1-301 growth rescue, ATP luminescence, 38.5C; percent above DMSO median, 100 means doubled. AID 2716. growth rescue, % at 18.8 µM. actives 1% (n = 320,000);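 active = every valid replicate shows activation above 250% relative to neutral control wells; inactive = the rest, any valid replicate at or below 250%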;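 also: OY570 slx delta 5 strain wells were the positive control but not used for scaling; some compounds called inactive have numbers as strong as hits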
Arrestin-AP2 inh – human beta-arrestin and AP2 interaction inhibition; FITC-arrestin peptide / GST-AP2 beads, flow cytometry; AP2 beta2 appendage carries R879A mutation; inhibition, % at 10 µM; actives 0.31% (n = 340,000); AID 504490;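 active = inhibition above a set limit, near 3 SD of compounds lacking own fluorescence, cut at about 54% in these data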;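 also: plate controls were DMSO wells for no effect and 5 µM unlabelled arrestin peptide for full effect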
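test system = AP2 appendage R879A on GSH beads | buffer or medium = PBS plus Tween 20 (0.05%) and BSA (0.1%) | incubation = 12 min plus 1 h, RT | detection = bead flow cytometry, FITC channel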
E coli growth – bacterial growth inhibition, counter-screen for AddAB inhibitors; E. coli V3065 growth, OD600 absorbance, 18 h; inhibition, % at 11.9 µM; actives 0.27% (n = 330,000);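 active = inhibition above the campaign's mean inhibition across all tested compounds plus 3 SD, cut at about 9.9% in these data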;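 also: uninfected addAB+ strain grown without phage in ampicillin broth; 0% = DMSO wells and 100% = ciprofloxacin 0.95 µg/ml wells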
Tat export inh – inhibitors of E. coli Tat protein transport; E. coli MC4100 TorA-mCherry Tat export, fluorescence; inhibition, % at 10 µM; actives 0.036% (n = 340,000); AID 488895;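 active = mean replicate inhibition at least 50% and at least half of replicates individually reaching 50%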;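 also: exported cargo escapes ClpAP degradation while cytoplasmic cargo is degraded and loses fluorescence; 0% = median of neutral control wells and 100% = median of NaSCN control wells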
OPRM1-OPRD1 inv – mu-delta opioid heterodimer inverse agonism; P35372+P41143; cell-based MOR-DOR heterodimer luminescence; inhibition, % at 9.3 µM; actives 0.21% (n = 340,000); AID 504357; in the data active = inhibition above about 22%, passing the limit was not always enough;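 also: 0% = cells with DMSO and 100% = wells without cells with DMSO; values of inactives mirror those of a sister screen read the other way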
phage Ecoli inh – E. coli growth loss with phage present; inhibition, % at 11.9 µM; growth absorbance; actives 0.26% (n = 360,000); in the data active = inhibition above about 11%
MOR-DOR ag – agonists of human mu-delta opioid receptor heterodimerization; AID 504326; P35372+P41143; activation, % at 9.3 µM; cells, OPRM1-OPRD1 heterodimerization, luminescence; actives 0.3% (n = 340,000); in the data active = activation above about 18%;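 also: 0% = vehicle-treated cells and 100% = reference agonist; values of inactives mirror those of a sister screen read the other way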
PKA-R1A act – PKA-R1A complex activation; P00514+P68181; PKA-R1A dissociation, Cy5-IP20 fluorescence polarization; scaled: DMSO 0%, 113 µM cGMP 100%; activation, % at 11.4 µM; actives 0.083% (n = 340,000); AID 504707;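 active = percent activation above the mean of all tested compounds plus 3 SD, cut at about 19% in these data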;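 also: higher means more PKAc released from R1A so a rise in polarization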
PfHsp90 yeast 2 – growth inhibition of yeast expressing Plasmodium Hsp90; S. cerevisiae expressing PfHsp90, BacTiter-Glo ATP, 48 h; yeast lacking PDR1 and PDR3 efflux regulators; inhibition, % at 9.4 µM; actives 0.32% (n = 310,000);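 active = every replicate shows inhibition above about 80%, whatever the replicate mean, limit read from the data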;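 also: 0% = DMSO neutral controls and 100% = 20 µM radicicol positive controls; yeast relying on Plasmodium falciparum Hsp90 in place of its own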
Pemphigus Ab inh – inhibitors of pemphigus antibody binding to human desmoglein-3; AID 588358; DSG3-coupled beads, scFv-anti-DSG3-GFP binding, flow cytometry; stronger effect = lower value; binding (percent of control), % at 10 µM; actives 0.48% (n = 310,000); P32926;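 active = binding more than 3 SD below its plate's average and above zero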;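 also: hits lower antibody fragment binding to DSG3; some compounds called inactive have numbers as strong as hits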
Target sequence (P32926 whole entry, looked up, the tested form may be a part): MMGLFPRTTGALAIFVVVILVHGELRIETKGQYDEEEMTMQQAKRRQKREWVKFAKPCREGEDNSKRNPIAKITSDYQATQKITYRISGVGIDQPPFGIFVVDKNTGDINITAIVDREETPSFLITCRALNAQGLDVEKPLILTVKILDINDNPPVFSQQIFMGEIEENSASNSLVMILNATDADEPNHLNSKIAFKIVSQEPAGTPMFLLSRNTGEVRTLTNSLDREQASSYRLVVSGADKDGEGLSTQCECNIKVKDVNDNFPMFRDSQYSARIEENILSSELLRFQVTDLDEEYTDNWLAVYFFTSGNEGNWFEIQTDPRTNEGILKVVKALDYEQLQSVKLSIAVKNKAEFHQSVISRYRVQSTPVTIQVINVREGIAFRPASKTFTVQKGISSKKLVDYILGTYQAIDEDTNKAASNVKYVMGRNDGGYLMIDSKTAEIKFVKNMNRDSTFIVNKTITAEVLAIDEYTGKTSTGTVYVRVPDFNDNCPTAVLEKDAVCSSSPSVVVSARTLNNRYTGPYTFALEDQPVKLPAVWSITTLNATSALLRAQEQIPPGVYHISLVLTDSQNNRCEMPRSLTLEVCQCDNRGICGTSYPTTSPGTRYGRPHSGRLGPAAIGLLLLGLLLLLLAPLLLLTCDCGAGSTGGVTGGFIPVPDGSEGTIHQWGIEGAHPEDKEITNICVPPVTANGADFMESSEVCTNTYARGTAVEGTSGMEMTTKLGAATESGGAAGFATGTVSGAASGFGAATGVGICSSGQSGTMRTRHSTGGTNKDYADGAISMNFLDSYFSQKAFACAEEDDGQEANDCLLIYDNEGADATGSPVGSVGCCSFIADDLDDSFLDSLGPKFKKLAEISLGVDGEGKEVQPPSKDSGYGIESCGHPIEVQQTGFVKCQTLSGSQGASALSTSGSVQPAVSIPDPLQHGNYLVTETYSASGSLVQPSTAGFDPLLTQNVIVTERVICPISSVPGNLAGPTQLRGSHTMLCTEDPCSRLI
AddAB inh – less growth of phage-infected E. coli with AddAB. E. coli expressing H. pylori AddAB, absorbance growth. inhibition, % at 11.9 µM. actives 0.29% (n = 330,000). AID 435030; in the data active = inhibition above about 12%;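 also: 0% = vehicle wells of infected cells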
* marks the source's active call; other numbers are inactive results; i = inactive; . = no result given.

SMILES	SUMO Mot1 rescue	Arrestin-AP2 inh	E coli growth	Tat export inh	OPRM1-OPRD1 inv	phage Ecoli inh	MOR-DOR ag	PKA-R1A act	PfHsp90 yeast 2	Pemphigus Ab inh	AddAB inh
O=S(=O)(c1ccc(-c2cn3ccccc3n2)cc1)N1CCOCC1	2	2	-2.2	5	9	-0.1	-1.9	-9	-24	96	-2.8
CC(C)Oc1ccc(Cc2cnc(=S)[nH]c2N)cc1	i	18	0.2	-2	10	3.6	-2.0	-5	-12	104	1.4
CC1CCN(CC(=O)Nc2ccc(S(=O)(=O)N3CCC(C)CC3)cc2)CC1	-10	0	1.2	-2	-16	-2.7	3.4	-2	22	99	4.5
CC(C)(O)CC[C@@H](O)[C@](C)(O)[C@H]1CC[C@@]2(O)C3=CC(=O)[C@@H]4C[C@@H](O)[C@@H](O)C[C@]4(C)[C@H]3CC[C@]12C	-10	15	-0.1	8	0	2.9	0.1	14	-17	108	1.8
CC(=O)c1cccc(NC(=O)Nc2cccnc2)c1	-19	20	-0.7	-7	7	4.1	-1.1	0	4	.	4.1
Cc1ccc(CCNC(=O)C2CCCN(S(=O)(=O)c3cccc4nsnc34)C2)cc1 (stereo unspecified)	-14	7	-2.3	-6	10	-0.2	-1.9	-2	-15	97	0.2
O=C1c2ccccc2C(=O)N1CCCn1nnc(-c2ccc(N3CCOCC3)cc2)n1	-17	-10	1.1	6	22	1.9	-4.8	2	5	.	1.5
O=C(c1ccccc1Sc1ccccc1[N+](=O)[O-])N1CCCCC1	-5	43	0.9	1	22	-0.2	-4.6	-8	.	117	3.5
CCOC(=O)c1ccc(NC(=O)NCc2ccccc2OC)cc1	-15	0	0.5	2	-9	2.8	1.8	-5	1	105	3.1
Cc1noc(NS(=O)(=O)c2ccc(NC(=O)/C=C/c3ccccc3)cc2)c1C	845	3	0.9	-4	9	2.2	-2.3	-4	13	.	0.0
CCOc1cc(C(=O)N2CCN(c3ccccc3)CC2)cc(OCC)c1OCC	-15	6	2.4	4	-2	3.5	0.4	-8	-11	103	0.2
CCn1c(=O)cc(SCC(=O)Nc2ccc(C)cn2)c2ccccc21	-15	0	-0.1	9	2	2.7	-0.3	-5	-17	107	3.5
CCOc1ccc(-c2nc(CSc3nnc(C)s3)cs2)cc1OC	3	5	4.0	-3	0	3.4	-0.1	-6	9	.	5.0
O=C(CCCNS(=O)(=O)c1ccc(F)cc1)Nc1ccc(F)cc1	-6	-3	0.6	8	-8	2.0	1.0	-7	10	105	1.6
Cc1cccc(/C(N)=N/OC(=O)CCCc2ccccc2)c1	3	12	-1.5	3	-16	3.2	3.2	2	-10	.	-0.5
Cc1cccc(CSc2ccc(S(=O)(=O)N3CCCC3)cn2)c1	34	-12	0.7	-4	-12	1.2	2.2	-13	5	111	0.6
Nc1nnc(-c2ccccc2[N+](=O)[O-])o1	9	15	0.1	-2	11	-0.5	-2.4	7	-17	94	1.0
Nc1c(S(=O)(=O)c2cccs2)c2nc3ccccc3nc2n1CC1CCCO1 (stereo unspecified)	-14	12	-0.3	-5	18	.	-3.4	7	-3	97	-0.1
NC(=O)Nc1ccccc1C(=O)Nc1ccc2ccccc2c1	48	-5	-0.1	7	6	1.6	-1.2	-4	-3	91	2.6
COc1ccc2c(c1)C(=O)c1ccccc1CO2	-1	21	-0.5	1	-11	0.9	2.1	-10	0	.	2.2

Gathered by group, the compounds so far containing two or more sulfur atoms (4)
SMILES	SUMO Mot1 rescue	Arrestin-AP2 inh	E coli growth	Tat export inh	OPRM1-OPRD1 inv	phage Ecoli inh	MOR-DOR ag	PKA-R1A act	PfHsp90 yeast 2	Pemphigus Ab inh	AddAB inh
Cc1ccc(CCNC(=O)C2CCCN(S(=O)(=O)c3cccc4nsnc34)C2)cc1 (stereo unspecified)	-14	7	-2.3	-6	10	-0.2	-1.9	-2	-15	97	0.2
CCOc1ccc(-c2nc(CSc3nnc(C)s3)cs2)cc1OC	3	5	4.0	-3	0	3.4	-0.1	-6	9	.	5.0
Cc1cccc(CSc2ccc(S(=O)(=O)N3CCCC3)cn2)c1	34	-12	0.7	-4	-12	1.2	2.2	-13	5	111	0.6
Nc1c(S(=O)(=O)c2cccs2)c2nc3ccccc3nc2n1CC1CCCO1 (stereo unspecified)	-14	12	-0.3	-5	18	.	-3.4	7	-3	97	-0.1

Following part
SMILES	SUMO Mot1 rescue	Arrestin-AP2 inh	E coli growth	Tat export inh	OPRM1-OPRD1 inv	phage Ecoli inh	MOR-DOR ag	PKA-R1A act	PfHsp90 yeast 2	Pemphigus Ab inh	AddAB inh
Cc1ccc(OCc2nnc(NC(=O)c3ccco3)s2)cc1	-1	12	4.4	-8	-9	4.4	1.7	0	-10	94	3.2
N=c1c2c3c(sc2ncn1CCN1CCOCC1)CCCCC3	-14	11	-3.6	1	7	2.8	-1.1	-1	2	.	2.1
C=CCn1c(CCC)nc2ccccc21	634*	6	0.3	3	3	2.5	-0.5	2	.	123	4.1
Cc1cccn2c(=O)c3cc(C(=O)NC4CCCCC4C)n(C)c3nc12 (stereo unspecified)	-13	-4	-1.3	-2	6	2.2	-1.3	-7	-10	101	-0.1
COC(=O)c1c(NC(=O)C2COc3ccccc3O2)sc2c1CCN(C(C)=O)C2 (stereo unspecified)	3	21	-2.7	12	2	1.3	-0.4	-2	-3	97	0.4
CC(C)OC(=O)CSc1nnc(Cc2ccccc2)n1C	184	4	1.2	22	-2	2.1	0.4	12	12	96	-1.4
CCCc1ccc(S(=O)(=O)N2CCN(Cc3ccco3)CC2)cc1	32	21	-0.8	-1	16	5.8	-2.8	-3	8	117	0.1
COc1ccc(OC)c(NC(=O)CN(Cc2ccc(F)cc2)C2CCCCC2)c1	177	7	2.3	2	-12	2.1	2.2	-3	2	112	2.6
COc1ccc(OCCn2c(C)c(/C=N/n3cnnc3)c3ccccc32)cc1	-8	11	-1.1	-11	0	.	-0.1	3	13	98	0.8
CCOc1ncccc1C(=O)OCC(=O)Nc1c(C)cc(C)cc1C	10	6	-1.0	-3	-2	2.2	0.4	-1	.	103	-0.5

Ordered by the number under MOR-DOR ag (falling): some entries from above.
compound	SUMO Mot1 rescue	Arrestin-AP2 inh	Tat export inh	OPRM1-OPRD1 inv	phage Ecoli inh	MOR-DOR ag	PKA-R1A act	Pemphigus Ab inh	AddAB inh
CCOc1ncccc1C(=O)OCC(=O)Nc1c(C)cc(C)cc1C	10	6	-3	-2	2.2	0.4	-1	103	-0.5
N=c1c2c3c(sc2ncn1CCN1CCOCC1)CCCCC3	-14	11	1	7	2.8	-1.1	-1	.	2.1
Cc1cccn2c(=O)c3cc(C(=O)NC4CCCCC4C)n(C)c3nc12 (stereo unspecified)	-13	-4	-2	6	2.2	-1.3	-7	101	-0.1

(continued)
SMILES	SUMO Mot1 rescue	Arrestin-AP2 inh	E coli growth	Tat export inh	OPRM1-OPRD1 inv	phage Ecoli inh	MOR-DOR ag	PKA-R1A act	PfHsp90 yeast 2	Pemphigus Ab inh	AddAB inh
CC1CCCC(NC(=O)CN(C)S(=O)(=O)c2cccc3cccnc23)C1C (stereo unspecified)	-20	12	-1.6	8	5	1.2	-0.9	1	0	112	2.8
CCCCn1c(NCc2ccc(N(C)C)cc2)nc2ccccc21	-14	3	-0.1	-16	18	2.7	-3.5	-4	-8	92	1.1
Cc1cc(NC(=O)CSc2nc3c(C)cccc3cc2C)no1	-1	20	-1.3	-2	-4	1.6	0.6	0	-8	.	1.0
COc1ccc(S(=O)(=O)N2CCC(C(=O)NCCC(=O)NCc3cccc(OC)c3)CC2)cc1	3	2	1.7	-1	4	-0.6	-0.8	-1	-15	95	2.3
COC(=O)COc1cc(C)cc2oc(=O)c(CC(=O)OC)c(C)c12	187	9	0.8	1	11	3.8	-2.2	7	-12	94	3.4
CC(C)(C)n1nnnc1C(c1ccc(F)cc1)N1CCN(Cc2ccc3c(c2)OCO3)CC1 (stereo unspecified)	80	-9	-1.8	-1	-13	1.9	2.0	0	-14	.	-1.9
COc1ccc(NC(=O)C(NC(=O)Cc2cccs2)c2ccc(C)cc2)cc1 (stereo unspecified)	59	-6	-1.6	-4	15	2.8	-2.7	-4	-21	108	0.7
CCc1cc2c(CN3CCN(C)CC3)cc(=O)oc2cc1O	-20	-13	0.8	2	11	2.6	-1.9	6	.	89	4.2
CCN1C(=O)c2cccc3c(S(=O)(=O)NCCc4c[nH]c5ccccc45)ccc1c23	562	-9	1.2	0	-8	2.5	1.6	-5	.	.	0.3
Cc1ccc(-c2cc(C(=O)N3CCOCC3)no2)cc1	-8	16	0.5	4	-11	2.6	1.9	21*	3	91	3.2
O=C(NC1CC(=O)N(c2ccc(Cl)cc2)C1)N1CCN(C(=O)c2ccco2)CC1 (stereo unspecified)	0	-4	-0.2	5	7	0.7	-1.1	-3	.	102	0.2
COc1ccccc1NC(=O)Cn1ccn(-c2cccc3ccccc23)c(=O)c1=O	-25	12	1.2	-9	8	-2.4	-1.2	-3	26	100	4.1
COc1cc(/C=N/N2C(=O)C3C4c5ccccc5C(c5ccccc54)C3C2=O)ccc1O (stereo unspecified)	-8	6	-0.7	-8	-1	-0.4	0.2	0	1	86	0.3
COc1cc(OC)cc(C(=O)Nc2ncc3c(n2)CC(C)(C)CC3=O)c1	-21	11	-1.7	-3	10	3.6	-1.8	-6	-1	105	2.0
Cc1ccc(S(=O)(=O)NC2(C(F)(F)F)NC(=O)N(c3ccccc3F)C2=O)cc1 (stereo unspecified)	3	-12	-2.8	5	4	1.4	-0.7	-7	-22	110	1.1

Rows were taken by chance. Share with any hit: about 2.8%.
